AMA1-RON2 inh – qHTS for Inhibitors of AMA1-RON; Towards Development of Antimalarial Drug Lead: Primary Screen; 360,000 tested, 0.2% active; AlphaScreen AMA1-biotinylated RON2 peptide binding; Potency, µM (highest dose often 58.2 µM), inactives show at the highest dose activity change, negative = inhibition, usual class: inhibitors;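 also: potency is read from the fitted curve at half-maximal effect; 0% = vehicle wells and -100% = peptide control; nearly all actives have a fitted effect of over 45% in size; some results filed as inactive show a strong effect at the top dose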
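AMA1 (3D7) with his tag at 25 nM final met compounds first, then biotinylated RON2 peptide at 25 nM; detection used donor plus acceptor beads, 10 µg/mL apiece, read by AlphaScreen after 30 min at room temperature.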
Sm TGR inh – qHTS Assay for the Inhibitors of Schistosoma Mansoni Peroxiredoxins; Schistosoma mansoni thioredoxin glutathione reductase (TGR), Q962Y6; Potency, µM (series often up to 114 µM), for the others: at the highest dose activity change, negative = inhibition, hits mostly inhibitors; 360,000 tested, 3% active; purified TGR, DTNB reduction, TNB absorbance 405 nm; AID 485364, 2010; also: potency is read from the fitted curve at half-maximal effect; nearly all actives have a fitted effect of over 60% in size
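Kinetic colorimetric format: TGR-catalysed, NADPH-driven DTNB reduction monitored via TNB absorbance. Enzyme dispensed at 20 nM; compound exposure 15 min at room temperature before reaction start.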
HCMV antiviral – qHTS Assay for inhibitors of the human cytomegalovirus (HCMV) | activity change, negative = inhibition, % at 57.5 µM | HFF cells, HCMV-luciferase reporter, 72 h; hits give low values | 410,000 tested, 4.5% active | AID 1259415, 2018; in the data active = activity change below about -60%; inconclusive = no clear call, values can overlap the other calls; inactive = above about -39%
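Two compound doses tested in HFFs infected with HCMV-luciferase, MOI 1 PFU/cell, 72 h at 37C. Lysate luminescence read with OneGlo; data normalized against buffer-only and 10uM Salinomycin inhibitor controls.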
AmpC no deterg – qHTS Inhibitors of AmpC Beta-Lactamase (assay without detergent) | Potency, µM (titrated, usually from 57.1 µM), inactives show at the top dose activity change, negative = inhibition, most hits filed as inhibitors | AmpC nitrocefin hydrolysis, absorbance 480 nm, 0.0001% Triton | 330,000 tested, 0.52% active | P00811;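 also: potency is read from the fitted curve at half-maximal effect; plate controls were no compound for no effect and no enzyme for full effect; nearly all actives have a fitted effect of over 20% in size; some results filed as inactive show a strong effect at the top dose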
Target sequence (P00811 whole entry, looked up): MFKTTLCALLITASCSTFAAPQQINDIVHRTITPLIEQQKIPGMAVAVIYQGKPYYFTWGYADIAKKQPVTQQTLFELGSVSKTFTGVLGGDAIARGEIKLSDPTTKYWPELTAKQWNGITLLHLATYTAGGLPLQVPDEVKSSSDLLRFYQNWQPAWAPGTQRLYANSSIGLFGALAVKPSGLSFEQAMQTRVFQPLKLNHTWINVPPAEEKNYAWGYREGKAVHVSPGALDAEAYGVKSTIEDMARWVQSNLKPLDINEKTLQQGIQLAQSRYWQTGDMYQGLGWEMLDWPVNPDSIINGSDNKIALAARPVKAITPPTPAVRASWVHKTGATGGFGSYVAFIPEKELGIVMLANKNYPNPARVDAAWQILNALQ
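20 mM phosphate pH 7.0 + 0.01% (detergent screen) or 0.0001% Triton X-100; 5.3 nM AmpC reagent; cpd preinc 15 min RT; nitrocefin (800 uM stock) to start; A480 q20 s × 4 min; Activity was normalised to no-enzyme and no-compound control wells.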
AmpC inh detg – qHTS Inhibitors of AmpC Beta-Lactamase (assay with detergent); Potency, µM (titrated, usually from 114 µM), inactives show top-dose activity change, negative = inhibition, most hits filed as inhibitors; AmpC hydrolysis of nitrocefin, absorbance 480 nm, 0.01% Triton; 370,000 tested, 0.041% active; P00811; AID 485294, 2010;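 also: potency is read from the fitted curve at half-maximal effect; 0% = no-compound wells and -100% = no-enzyme wells; nearly all actives have a fitted effect of over 25% in size; some results filed as inactive show a strong effect at the top dose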
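20 mM phosphate pH 7.0 + 0.01% (detergent screen) or 0.0001% Triton X-100; 5.3 nM AmpC reagent; cpd preinc 15 min RT; nitrocefin (800 uM stock) to start; A480 q20 s × 4 min; Activity was normalised to no-enzyme and no-compound control wells.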
FBPA Giardia inh – qHTS Assay for Inhibitors of Fructose-1,6-bisphosphate Aldolase from Giardia Lamblia; AID 2451, 2010; A8B2U2; purified Giardia FBPA; Potency, µM (top dose mostly 59.6 µM), for inactives: top-dose activity, negative = inhibition, hits mostly inhibitors; 290,000 tested, 0.71% active; also: potency is read from the fitted curve at half-maximal effect; nearly all actives have a fitted effect of over 55% in size
Target sequence (A8B2U2 whole entry, looked up): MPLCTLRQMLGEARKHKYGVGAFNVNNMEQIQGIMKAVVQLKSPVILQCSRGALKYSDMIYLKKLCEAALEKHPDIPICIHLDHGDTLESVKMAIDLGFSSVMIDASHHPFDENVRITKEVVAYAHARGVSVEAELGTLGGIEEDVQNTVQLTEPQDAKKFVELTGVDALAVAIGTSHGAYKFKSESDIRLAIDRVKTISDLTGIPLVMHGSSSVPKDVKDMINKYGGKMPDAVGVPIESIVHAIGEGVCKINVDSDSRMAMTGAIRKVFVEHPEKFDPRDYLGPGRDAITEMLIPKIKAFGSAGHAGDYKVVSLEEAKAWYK
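Giardia FBPA (40 nM reagent) was preincubated 10 min at RT with compound (up to 57.5 uM final), then substrate plus GAPDH/TPI/NAD/arsenate coupling system with diaphorase/resazurin was added; resorufin fluorescence (525/598 nm) was read after 20 min.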
Active calls of the source: *; ? = inconclusive; . = not tested or not shown; [ ] = remark or other dose. Unless noted, calls follow the shape of the dose curve; as a rule, active = well fitted curve in the direction sought with a large enough effect; inconclusive = small, poorly fitted or top-dose-only effect, or another doubt; inactive = no such curve, though single readings can be large; an effect the other way counts as inactive or inconclusive. Unless noted, % is scaled to controls: 0 for no effect and ±100 for the full control effect.

SMILES	AMA1-RON2 inh	Sm TGR inh	HCMV antiviral	AmpC no deterg	AmpC inh detg	FBPA Giardia inh
COc1ccc(OC)c(NC(=O)CCN2CCCCC2)c1	-2%	9%	15	-12%	1%	-13%
O=C(NCc1ccncc1)C(=O)NCC1OCCCN1S(=O)(=O)c1ccccc1 (centres undefined)	7%	-18%	7	-5%	-2%	0%
CC(C)N(CCn1c(SCC(=O)Nc2cccnc2Cl)nc2ccccc2c1=O)C(C)C	-1%	-3%	-17	12%	?	.
Cc1cc2ncn(C(=O)c3c(-c4ccccc4)noc3C)c2cc1C	-6%	0%	-26	28%	0%	0%
Cc1ccc(S(=O)(=O)N(CCC#N)C2CCCCC2)c2nsnc12	0%	29%	49	-5%	?	7%
O=C(Nc1ccc(Cl)cn1)Nc1ccccc1Cl	-22%	1%	29	-58%	-2%	12%
CCc1cccc(C)c1NC(=O)CN1CCN(S(=O)(=O)c2ccc(C(C)(C)C)cc2)CC1	-1%	-13%	-20	228%[activator]	-14%	.
Cc1cc(CN(C)C(=O)c2ccc(OC3CCN(S(=O)(=O)N(C)C)CC3)cc2)n[nH]1	-7%	-2%	-8	28%	4%	.
CCc1c(C)nc2ncnn2c1N1CCC(C(=O)NCc2ccc3c(c2)OCO3)CC1	-2%	5%	-29	22%	-6%	-2%
O=C(CSc1nccc(=O)[nH]1)Nc1cc(C(F)(F)F)ccc1N1CCOCC1	?	-1%	-9	-7%	-1%	.
CC(=Nc1ccccc1)Nc1ccccc1	-11%	0%	16	-17%	-4%	8%
CS(=O)c1ccccc1COC(=O)Nc1ccccc1 (centres undefined)	-12%	5%	.	-16%	?	5%
O=C(COC(=O)CCNS(=O)(=O)c1ccccc1)NC(=O)Cc1ccccc1	-5%	1%	-36	-20%	3%	.
COc1ccc(Cc2c(O)nc(SCC(=O)N3CCOCC3)[nH]c2=O)cc1	-15%	1%	25	-8%	-7%	1%
CCN1C(=O)C(Cc2nc3ccccc3c(=O)n2-c2ccc(OC)cc2)c2cc(C)ccc21 (centres undefined)	.	2%	-11	.	-5%	.
COc1cccc(Oc2nc3c(c(=O)n(Cc4ccccc4Cl)c(=O)n3C)n2C)c1	.	6%	9	.	19%	.
CSc1ccccc1OCc1cc(C(=O)N(C)Cc2nonc2C)no1	-3%	-31%	52	15%	1%	4%
O=C1CCCCC1S(=O)(=O)c1ccccc1 (centres undefined)	8%	-29%	13	-23%	-13%	0%
CC(=O)c1ccc(N2CCN(C(=O)Nc3ccc(F)cc3)CC2)cc1	.	3%	.	-2%	-3%	6%
COc1ccc(N(CC(=O)Nc2ccccc2OC)S(=O)(=O)c2ccccc2)cc1Cl	-2%	-18%	-25	-12%	?	0%
Cc1cc(F)ccc1S(=O)(=O)N1CCCOC1CNC(=O)C(=O)NCc1ccc2c(c1)OCO2 (centres undefined)	5%	-27%	6	-3%	6%	.
Cn1cc(CN2CCCC(C(=O)Nc3cccc(-c4cc5ccccc5[nH]4)c3)C2)cn1 (centres undefined)	-29%	-17%	-22	139%[activator]	5%	.
Cc1csc(=O)n1CCC(=O)OCC(=O)NCc1ccc(F)cc1	-2%	-21%	-11	-2%	0%	.
CN(Cc1cc(=O)n2ccsc2n1)C1CCCCC1	8%	32µM*	?	-31%	0%	-17%
COc1ccc(CNC(=O)CN2CCN(S(=O)(=O)c3c(C)c(C)cc(C)c3C)CC2)cc1OC	-8%	.	-11	201%[activator]	.	.
CCc1ccc(C(=O)NC(=S)Nc2ccc3c(c2)OCCO3)cc1	9%[11.6 µM]	-25%	18	-19%	-10%	-10%
CCC(=O)c1ccc(OCC(=O)OCC(=O)c2cc(C)n(CC3CCCO3)c2C)cc1 (centres undefined)	-10%	2%	-23	-20%	?	.
CC(C)(C)OC(=O)N[C@@H](Cc1ccccc1)C(=O)N1CCC(C(=O)N[C@@H](Cc2c[nH]c3ccccc23)C(=O)O)CC1	-4%	-17%	-2	25%	-4%	-5%
O=C(NCc1cccnc1)C(=O)Nc1nc(-c2ccccc2)cs1	52%[activator]	-9%	36	-19%	1%	-23%
NNC(=O)c1cc(Cl)ccc1Cl	27%	-8%	22	-10%	-8%	1%

Two neighbouring compounds out of the list so far, for reference:
SMILES	AMA1-RON2 inh	Sm TGR inh	HCMV antiviral	AmpC no deterg	AmpC inh detg	FBPA Giardia inh
O=C(NCc1cccnc1)C(=O)Nc1nc(-c2ccccc2)cs1	52%[activator]	-9%	36	-19%	1%	-23%
NNC(=O)c1cc(Cl)ccc1Cl	27%	-8%	22	-10%	-8%	1%

(continued)
SMILES	AMA1-RON2 inh	Sm TGR inh	HCMV antiviral	AmpC no deterg	AmpC inh detg	FBPA Giardia inh
CC(=O)c1ccc(OCc2cc(C(=O)N3CCC(Oc4ccccc4C)CC3)no2)cc1	-2%	-10%	82	59%	0%	-4%
O=C(NNC(=O)C1CCC1)c1ccccc1F	-13%	-4%	-18	2%	-12%	.
Cc1cc(C)n2nc(SCC(=O)c3cccs3)nc2n1	3%	.	54	-17%	-2%	3%
O=C(NN=C1CCN(Cc2ccccc2)CC1)c1ccccc1	-11%	-7%	?	-25%	2%	-6%
Cc1ccc(N(CC(=O)NC2CCCCC2C)S(=O)(=O)c2c(C)noc2C)cc1 (centres undefined)	14%	-6%	16	38%	2%	.
O=C(CSc1ccc(-c2ccncc2)nn1)N1CCCCC1	14%	-1%	-17	-24%	1%	1%
O=C(CCS(=O)(=O)c1ccc(Cl)cc1)NCCC1=CCCCC1	18%	-3%	-17	-3%	0%	-7%
O=C(Cc1ccccc1F)Nc1cc(S(=O)(=O)N2CCOCC2)ccc1N1CCOCC1	-8%	7%	-18	24%	0%	.
CCC(C)c1ccc(N2C(=O)NC(=O)/C(=C/c3cccn3CCOc3ccc(C)cc3)C2=O)cc1 (centres undefined)	-5%	-20%	29	-16%	-13%	-1%
CCn1c(SCC(=O)c2ccc3ccccc3c2)nnc1-c1ccco1	-13%	32µM*	33	-13%	3%	-2%
COCCCn1c(-c2cccs2)nc2nc3ccccc3nc21	-2%	-8%	?	8%	-2%	-6%
CCCc1nnc(NC(=O)c2c(O)c3cccc4c3n(c2=O)CCC4)s1	.	18%	.	-11%	-6%	-2%
Cc1ccc2c(CN3C(=O)NC4(CCCCC4)C3=O)cc(=O)oc2c1C	3%	-6%	6	27%	-6%	2%
COc1cc(OC)cc(C(=O)Nc2nc(CC(=O)NCCc3ccccc3)cs2)c1	26%	-3%	-2	1%	-19%	.
Cc1noc(C)c1COc1ccccc1C(=O)NCCc1ccc(S(N)(=O)=O)cc1	17%	-4%	-18	-20%	-10%	.
CC1=C(C(=O)Nc2ccc(C)cc2C)C(CC(C)C)n2nc(SCc3ccccc3C)nc2N1 (centres undefined)	.	-3%	-7	.	-5%	.
CC(=O)c1ccc(OC(=O)c2c(-c3ccccc3Cl)noc2C)cc1	.	0%	-2	.	-10%	.
Cc1cc(C)nc(NC(=O)c2cccc(Cl)c2)n1	5%	-9%	9	-20%	?	0%
COc1ccc(Oc2nc3c(c(=O)n(Cc4ccccc4Cl)c(=O)n3C)n2C)cc1	.	-1%	12	.	24%	.
CCOc1cc(S(=O)(=O)NCc2ccc3c(c2)OCO3)c(C)cc1C	5%	-1%	9	-42%	-11%	0%
CC1(Cc2cn(CCC#N)c3ccccc23)OCCO1	-19%	-2%	52	-10%	-9%	-3%
COc1cccc(C(=O)Nc2ccc3c(c2)C(=O)NC3=O)c1	-5%	14%	52	-24%	-18%	-3%
COc1ccc(C(c2nnnn2CCc2ccccc2)N2CCN(C3CCCC3)CC2)cc1OC (centres undefined)	-13%	-6%	24	14%	-14%	7%
COC(=O)C1=C(c2ccc(F)cc2OCc2ccccc2)C[C@@H]2CC[C@H]1N2C(=O)NCc1ccc(F)cc1	4%	-9%	-20	-3%	-1%	.
Cc1cccc(Nc2nc(N)c([N+](=O)[O-])c(NCc3ccccc3)n2)c1	-28%	3%	-94*	-56%	-5%	-13%
CC1CCC(=NNC(=O)Cc2cccn2C)CC1 (centres undefined)	9%	-27%	-19	-12%[11.4 µM]	-10%	-18%
CCOc1cc(CNc2ccc3[nH]c(=O)[nH]c3c2)ccc1OCC(=O)NC(C)(C)C	-3%	?	?	-30%	-3%	?
COc1cc(C(=O)C(=O)c2cc(OC)c(O)c(OC)c2)cc(OC)c1O	-16%	10%	100	-12%	3%	-27%
O=C(N/N=C/c1ccncc1)c1cc(Br)ccc1OCc1ccccc1	24%	5%	-22	42%	-2%	2%
CN(C)c1ccc(CNC(=O)c2ccc(NC(=O)c3nsc4ccccc34)cc2)cc1	.	-7%	25	.	3%	.

Reprinted at random: two entries already listed.
SMILES	AMA1-RON2 inh	Sm TGR inh	HCMV antiviral	AmpC no deterg	AmpC inh detg	FBPA Giardia inh
O=C(N/N=C/c1ccncc1)c1cc(Br)ccc1OCc1ccccc1	24%	5%	-22	42%	-2%	2%
Cc1cccc(Nc2nc(N)c([N+](=O)[O-])c(NCc3ccccc3)n2)c1	-28%	3%	-94*	-56%	-5%	-13%

Remaining list, next part.
SMILES	AMA1-RON2 inh	Sm TGR inh	HCMV antiviral	AmpC no deterg	AmpC inh detg	FBPA Giardia inh
CC(=O)Nc1cccc(-n2nnc(SCC(=O)N(C)c3ccccc3)n2)c1	8%	4%	-36	0%	6%	6%
CSc1ccccc1OCc1cc(C(=O)N2CCN(c3ccccc3)CC2C)no1 (centres undefined)	-5%	14%	70	2%	2%	-23%
CNC(=O)C1CC(=O)N(c2ccc(C)cc2)C1 (centres undefined)	5%	1%	-4	-14%	?	-3%
N#Cc1ccc(/C=C/C(=O)c2ccc3c(c2)OCO3)cc1	-4%	-13%	148	-13%	-1%	5%
COc1ccc(-c2nc3ccccc3c(=O)n2CCOc2cccc(C)c2C)cc1	0%	1%	-15	-11%	?	-2%
O=S(=O)(c1ccc(C(F)(F)F)cc1)N1CCN(CCOc2ccccc2)CC1	-28%	-4%	-12	26%	-3%	.
CC1=C(c2ccc(C)c(C)c2)S(=O)(=O)N=C1N1CCC(C(=O)NC(C)c2ccccc2)CC1 (centres undefined)	.	-8%	-7	.	-3%	.
CCOc1ccc(OCCN2C(=O)NC3(CCCc4ccccc43)C2=O)cc1 (centres undefined)	-3%	12%	24	-5%	1%	5%
CCOc1ccccc1C(=O)NC(C(=O)NCc1ccc(F)cc1)C(C)C (centres undefined)	-3%	0%	-8	-1%	1%	-8%
CCOC(=O)c1c(-c2ccccc2)c(C(C)=O)c(=O)n(C)c1C	-9%	-30%	-5	-9%	-14%	4%
CC(C)(C)N(NC(=O)Nc1ccc(Cl)cc1)C(=O)c1ccccc1	-3%	2%	-14	-17%	0%	2%
Cc1oc(C)c(C(=O)O)c1COc1ccc(C(=O)O)cc1	-19%	-14%	-29	.	-2%	-2%
CCCC(=O)Nc1cc2c(cc1C(C)=O)OCCO2	0%	13%	-9	-8%	2%	1%
O=C(Nc1cccc2ccccc12)C1CCN(C(=O)NCc2ccccc2)CC1	18%	10%	12	-24%	-2%	.

Screening data from PubChem BioAssay.
